bIAP inhibitor = intestinal alkaline phosphatase (bovine) inhibition. AID 1019. 190,000 tested, under 10 active. inhibition, % at 20 µM. purified bovine IAP, CDP-star luminescence, 30 min;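 active = over 50% inhibition of intestinal alkaline phosphatase at 20 µM in the single-dose screen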
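Incubation: 30 min reaction at room temperature / Material: purified bovine intestinal alkaline phosphatase (IAP) enzyme / Input: enzyme at 1/65,000,000 dilution / Dosing: 20 µM single dose / Signal: CDP-star luminescence signal / Reagent: CDP-star chemiluminescent phosphatase substrate, 30 µM final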
S1P3 antagonist = S1P3 (human) receptor antagonism. inhibition, % at 4.98 µM. Q99500. CHO S1P3 NFAT-BLA reporter, FRET fluorescence, antagonist mode. 0.27% of 170,000 active;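 active = inhibition above the plate cutoff, the mean inhibition of test wells on that plate plus 3 SD, cut at about 28% in these data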;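 also: cells challenged with S1P at its EC80 of 0.8 µM; blue over green emission ratio from cleaved BLA substrate after 4 h stimulation; 0% = S1P-stimulated wells and 100% = unstimulated DMSO-only wells; some compounds past the cut are filed as inactive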
Target sequence (Q99500 whole entry, looked up): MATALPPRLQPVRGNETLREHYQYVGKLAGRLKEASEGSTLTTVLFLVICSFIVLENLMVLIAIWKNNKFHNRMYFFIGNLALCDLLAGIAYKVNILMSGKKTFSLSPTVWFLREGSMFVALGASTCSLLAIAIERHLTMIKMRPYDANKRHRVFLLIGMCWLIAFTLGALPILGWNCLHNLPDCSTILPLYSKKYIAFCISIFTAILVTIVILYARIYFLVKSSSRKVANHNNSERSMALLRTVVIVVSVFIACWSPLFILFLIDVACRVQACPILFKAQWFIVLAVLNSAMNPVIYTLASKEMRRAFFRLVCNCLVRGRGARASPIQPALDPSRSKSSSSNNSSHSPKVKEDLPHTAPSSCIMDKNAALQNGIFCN
SRC2 TRFRET art = TR-FRET artefact, counter-screen to PPARgamma/SRC-2 agonist assay | hits give high values | TR-FRET ratio at 8 µM | 0.4% of 200,000 active; in the data active = TR-FRET ratio above about 2000; also: inactives centre near 1500; reference of the scale not given here
PPARg SRC-1 ag = promotes SRC-1 coactivator recruitment by human PPARgamma; P37231; PPARgamma-SRC-1 coactivator recruitment biochemical assay; activation, % at 8 µM; 0.41% of 200,000 active; AID 631; in the data active = activation above about 19%;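 also: 0% = DMSO and 100% = reference agonist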
Target sequence (P37231 whole entry, looked up): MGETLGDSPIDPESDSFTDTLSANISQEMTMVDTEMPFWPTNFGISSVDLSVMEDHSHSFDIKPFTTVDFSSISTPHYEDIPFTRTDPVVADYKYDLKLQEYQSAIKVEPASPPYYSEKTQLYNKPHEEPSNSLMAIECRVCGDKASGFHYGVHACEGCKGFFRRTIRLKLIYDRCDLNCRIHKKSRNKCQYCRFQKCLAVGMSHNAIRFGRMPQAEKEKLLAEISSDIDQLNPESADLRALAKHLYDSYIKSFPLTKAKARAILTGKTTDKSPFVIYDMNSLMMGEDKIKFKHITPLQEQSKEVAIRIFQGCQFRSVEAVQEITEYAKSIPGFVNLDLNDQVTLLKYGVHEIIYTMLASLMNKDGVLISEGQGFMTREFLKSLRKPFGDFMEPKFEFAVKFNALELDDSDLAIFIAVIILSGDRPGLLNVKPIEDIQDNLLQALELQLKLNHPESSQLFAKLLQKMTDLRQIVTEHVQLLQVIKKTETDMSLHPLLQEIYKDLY
Lmaj promast = Leishmania major promastigote growth inhibition; Leishmania major promastigotes, resazurin fluorescence viability; 9% of 200,000 active; inhibition, % at 10 µM; AID 1063; in the data active = inhibition above about 50%;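 also: promastigotes grown with compound for 44 hours at 28 °C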
ROMK primary = modulators of human ROMK potassium channel. Tet-inducible ROMK, thallium flux fluorescence; actives lie on both sides. B-score at 10 µM. 2% of 130,000 active. AID 1918;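 active = signal ratio slope over the read window, or its plate-corrected B-score, at least 3 SD from the plate mean, either direction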;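 also: B-score of the F/F0 ratio slope over 7 to 12 s after thallium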
bIAP act = intestinal alkaline phosphatase (bovine) activation; AID 1016; purified bovine IAP, CDP-star luminescence, 30 min; hits give high values; fold of DMSO-control signal, blank-subtracted; 0.17% of 200,000 active; activation factor at 20 µM;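 active = activation factor of 2 or more at 20 µM, a signal rise over negative controls twice the positive control's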
PPARg SRC-2 ag = promotes SRC-2 coactivator recruitment by human PPARgamma; AID 1032; activation, % at 8 µM; 0.34% of 200,000 active; PPARgamma LBD-SRC-2 recruitment, biochemical; in the data active = activation above about 22%;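 also: 0% = vehicle and 100% = reference agonist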
DTT redox prof = compounds producing H2O2 with reducing agent – biochemical, NIH compound library profiling, artefact control for MLSCN library redox annotation, primary screen. DTT-dependent redox cycling H2O2, phenol red/HRP absorbance; 100% = 100 µM peroxide control, 0% = buffer. activation, % at 10 µM. 0.03% of 200,000 active. AID 878;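 active = activation of at least 50% relative to the plate's high and low controls in the primary single-dose screen; inactive = activation below 50%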;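 also: compound incubated with DTT at 0.8 mM final as the reducing agent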
PPARg SRC3 recr = promotes SRC-3 coactivator recruitment by human PPARgamma | P37231 | biochemical PPARgamma/SRC-3 coactivator recruitment assay | activation, % at 8 µM | 0.26% of 200,000 active; in the data active = activation above about 23%;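 also: 0% = DMSO and 100% = reference agonist; some compounds past the cut are filed as inactive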
TLR4-MyD88 BLA = inhibitors of human TLR4-MyD88 binding; O00206+Q99836; HeLa CL3-4 TLR4/MyD88 BLA complementation, FRET ratio; inhibition, % at 8.4 µM; 0.18% of 200,000 active; in the data active = inhibition above about 25%;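 also: 0% = vehicle and 100% = reference inhibitor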
Numbers without * were called inactive.

Preview, four compounds:
O=C(CCSCCc1ccccn1)Nc1ccccn1 was read as bIAP inhibitor 8, S1P3 antagonist -2, SRC2 TRFRET art 1421, PPARg SRC-1 ag 1, Lmaj promast -3, bIAP act 0.9, PPARg SRC-2 ag 1, DTT redox prof -0.3, PPARg SRC3 recr 1 and TLR4-MyD88 BLA -6.
`CCOC(=O)N1CCN(C(=O)CN(c2cccc(OC)c2)S(C)(=O)=O)CC1` gave bIAP inhibitor 11, SRC2 TRFRET art 1429, PPARg SRC-1 ag -2, Lmaj promast -5, ROMK primary 0.4, bIAP act 0.9, PPARg SRC-2 ag 0, DTT redox prof 0.1, PPARg SRC3 recr -9 and TLR4-MyD88 BLA 16.
`Cc1ccnc2ccc(-c3nc4ccccc4o3)cc12` gave bIAP inhibitor 2, S1P3 antagonist 30, SRC2 TRFRET art 1464, PPARg SRC-1 ag 2, Lmaj promast 37, ROMK primary 0.98, bIAP act 1, PPARg SRC-2 ag -11, DTT redox prof -0.6, PPARg SRC3 recr -12 and TLR4-MyD88 BLA -14.
Cc1occc1C(=O)N/N=C/c1ccccn1 was read as bIAP inhibitor -24, S1P3 antagonist -9, SRC2 TRFRET art 1505, PPARg SRC-1 ag 1, Lmaj promast 2, ROMK primary -0.27, bIAP act 1.2, PPARg SRC-2 ag 4, DTT redox prof -1.0, PPARg SRC3 recr 4 and TLR4-MyD88 BLA -7.

The list itself, from the first entry:
O=C(CCSCCc1ccccn1)Nc1ccccn1 was read as bIAP inhibitor 8, S1P3 antagonist -2, SRC2 TRFRET art 1421, PPARg SRC-1 ag 1, Lmaj promast -3, bIAP act 0.9, PPARg SRC-2 ag 1, DTT redox prof -0.3, PPARg SRC3 recr 1 and TLR4-MyD88 BLA -6.
`CCOC(=O)N1CCN(C(=O)CN(c2cccc(OC)c2)S(C)(=O)=O)CC1` gave bIAP inhibitor 11, SRC2 TRFRET art 1429, PPARg SRC-1 ag -2, Lmaj promast -5, ROMK primary 0.4, bIAP act 0.9, PPARg SRC-2 ag 0, DTT redox prof 0.1, PPARg SRC3 recr -9 and TLR4-MyD88 BLA 16.
`Cc1ccnc2ccc(-c3nc4ccccc4o3)cc12` gave bIAP inhibitor 2, S1P3 antagonist 30, SRC2 TRFRET art 1464, PPARg SRC-1 ag 2, Lmaj promast 37, ROMK primary 0.98, bIAP act 1, PPARg SRC-2 ag -11, DTT redox prof -0.6, PPARg SRC3 recr -12 and TLR4-MyD88 BLA -14.
Cc1occc1C(=O)N/N=C/c1ccccn1 was read as bIAP inhibitor -24, S1P3 antagonist -9, SRC2 TRFRET art 1505, PPARg SRC-1 ag 1, Lmaj promast 2, ROMK primary -0.27, bIAP act 1.2, PPARg SRC-2 ag 4, DTT redox prof -1.0, PPARg SRC3 recr 4 and TLR4-MyD88 BLA -7.
`COC(=O)c1cc(NC(=O)c2ccccc2F)cc(C(=O)OC)c1` gave bIAP inhibitor -3, S1P3 antagonist 12, SRC2 TRFRET art 1607, PPARg SRC-1 ag -2, Lmaj promast -1, ROMK primary 0.18, bIAP act 1, PPARg SRC-2 ag 8, DTT redox prof 0.5, PPARg SRC3 recr 0 and TLR4-MyD88 BLA -16.
`CCOC(=O)c1ccc(NC(=O)Nc2ccc3c4c(cccc24)C(=O)N3CC)cc1` gave bIAP inhibitor 4, S1P3 antagonist -44, SRC2 TRFRET art 1497, PPARg SRC-1 ag 12, Lmaj promast 14, bIAP act 1, PPARg SRC-2 ag 2, DTT redox prof -0.8, PPARg SRC3 recr 7 and TLR4-MyD88 BLA -2.
CCCN(CCC)C(=O)c1ccccc1C(=O)N(CCC)CCC was read as bIAP inhibitor 5, SRC2 TRFRET art 1577, PPARg SRC-1 ag 0, Lmaj promast -5, ROMK primary -0.099, bIAP act 0.9, PPARg SRC-2 ag 7, DTT redox prof 0.0, PPARg SRC3 recr 4 and TLR4-MyD88 BLA -4.
For c1ccc2c(c1)OCC(CNc1ncnc3sccc13)O2 (stereo not given) the results were bIAP inhibitor 17, S1P3 antagonist 43*, SRC2 TRFRET art 1548, PPARg SRC-1 ag 3, Lmaj promast 39, bIAP act 0.8, PPARg SRC-2 ag 14, DTT redox prof 0.6, PPARg SRC3 recr -2 and TLR4-MyD88 BLA 5.
O=C(NNC(=O)c1ccccc1-n1cccc1)c1ccccc1 was read as bIAP inhibitor 1, SRC2 TRFRET art 1534, PPARg SRC-1 ag -1, Lmaj promast -6, bIAP act 1, PPARg SRC-2 ag 0, DTT redox prof -4.6, PPARg SRC3 recr -6 and TLR4-MyD88 BLA -17.
Screening O=C(Nc1ccc(F)cc1)c1oc2ccccc2c1NC(=O)C1CCCC1 returned bIAP inhibitor 5, S1P3 antagonist 3, SRC2 TRFRET art 1615, PPARg SRC-1 ag 9, Lmaj promast 3, ROMK primary -0.0089, bIAP act 0.9, PPARg SRC-2 ag 4, DTT redox prof -0.1, PPARg SRC3 recr 0 and TLR4-MyD88 BLA 2.
Screening Cc1ccc(N2CCN(CC(O)COc3ccc([N+](=O)[O-])cc3)CC2)cc1 (stereo not given) returned bIAP inhibitor 2, S1P3 antagonist -6, SRC2 TRFRET art 1472, PPARg SRC-1 ag 4, Lmaj promast 97*, ROMK primary -0.58, bIAP act 1, PPARg SRC-2 ag 1, DTT redox prof -1.3, PPARg SRC3 recr 0 and TLR4-MyD88 BLA -2.
`COc1ccc(NC2=C(Cl)C(=O)N(CCc3ccccc3)C2=O)cc1` gave bIAP inhibitor 4, S1P3 antagonist -7, SRC2 TRFRET art 1505, PPARg SRC-1 ag -8, Lmaj promast -5, ROMK primary 0.037, bIAP act 1, PPARg SRC-2 ag -1, DTT redox prof 0.5, PPARg SRC3 recr -2 and TLR4-MyD88 BLA 4.
For CCCC(=O)Nc1ccc2oc(-c3ccc(OC)c(Br)c3)nc2c1 the results were bIAP inhibitor -13, S1P3 antagonist 16, SRC2 TRFRET art 1606, PPARg SRC-1 ag 8, Lmaj promast -4, ROMK primary 0.43, bIAP act 1.1, PPARg SRC-2 ag 4, DTT redox prof -0.2, PPARg SRC3 recr -2 and TLR4-MyD88 BLA 4.
`CN(C)S(=O)(=O)c1cccc(C(=O)OCC(=O)N2c3ccccc3NC(=O)C2(C)C)c1` gave bIAP inhibitor 4, S1P3 antagonist 9, SRC2 TRFRET art 1667, PPARg SRC-1 ag 2, Lmaj promast -3, bIAP act 1, PPARg SRC-2 ag 1, DTT redox prof 3.1, PPARg SRC3 recr -1 and TLR4-MyD88 BLA -10.
CCSc1ncc(/C=N/Nc2ccc(F)cc2)n1C was read as bIAP inhibitor 11, SRC2 TRFRET art 1691, PPARg SRC-1 ag 4, Lmaj promast 69*, ROMK primary -0.18, bIAP act 0.9, PPARg SRC-2 ag 7, DTT redox prof -0.8, PPARg SRC3 recr 20 and TLR4-MyD88 BLA 9.
For c1ccc(Cn2nnnc2C(c2cccs2)N2CCCCCC2)cc1 (stereo not given) the results were bIAP inhibitor -8, S1P3 antagonist -14, SRC2 TRFRET art 1437, PPARg SRC-1 ag -4, Lmaj promast 13, bIAP act 1.1, PPARg SRC-2 ag -10, DTT redox prof 2.7, PPARg SRC3 recr -4 and TLR4-MyD88 BLA -17.
Screening Cc1onc(-c2ccccc2)c1C(=O)NCc1ccco1 returned bIAP inhibitor 0, S1P3 antagonist -40, SRC2 TRFRET art 1515, PPARg SRC-1 ag -4, Lmaj promast 0, ROMK primary -0.059, bIAP act 1, PPARg SRC-2 ag 2, DTT redox prof -1.1, PPARg SRC3 recr -5 and TLR4-MyD88 BLA 14.
`COCCn1c(SCC#N)nnc1-c1ccc([N+](=O)[O-])cc1` gave bIAP inhibitor 7, S1P3 antagonist 1, SRC2 TRFRET art 1664, PPARg SRC-1 ag 3, Lmaj promast -5, ROMK primary 0.15, bIAP act 0.9, PPARg SRC-2 ag 4, DTT redox prof -0.5, PPARg SRC3 recr -1 and TLR4-MyD88 BLA -4.
COc1cc(-c2nc3cnccn3c2Nc2c(C)cccc2C)ccc1O was read as bIAP inhibitor 8, SRC2 TRFRET art 1324, PPARg SRC-1 ag 4, Lmaj promast 44, ROMK primary -0.75, bIAP act 0.9, PPARg SRC-2 ag 8, DTT redox prof -0.7, PPARg SRC3 recr 6 and TLR4-MyD88 BLA -10.
Cc1cccc(NC(=O)c2cc(S(=O)(=O)c3ccccc3)ccc2Cl)c1 was read as bIAP inhibitor 43, SRC2 TRFRET art 1489, PPARg SRC-1 ag -2, Lmaj promast 6, ROMK primary 0.14, bIAP act 0.6, PPARg SRC-2 ag 6, DTT redox prof 0.3, PPARg SRC3 recr -14 and TLR4-MyD88 BLA 5.
For Cc1ccccc1-n1c(Cn2c(=O)sc3ccccc32)nnc1SCC(=O)Nc1nccs1 the results were bIAP inhibitor 6, S1P3 antagonist 2, SRC2 TRFRET art 1575, PPARg SRC-1 ag 1, Lmaj promast 7, bIAP act 0.9, PPARg SRC-2 ag 0, DTT redox prof -0.1, PPARg SRC3 recr -5 and TLR4-MyD88 BLA 6.
CN1C(=O)CC(NNC(=O)c2ccc(Cl)cc2)C1=O (stereo not given) was read as bIAP inhibitor 9, SRC2 TRFRET art 1568, PPARg SRC-1 ag -3, Lmaj promast -6, bIAP act 0.9, PPARg SRC-2 ag -6, DTT redox prof 1.9, PPARg SRC3 recr -8 and TLR4-MyD88 BLA -8.
Screening COc1ccc(CCCC(=O)N/N=C\c2cccs2)cc1 returned bIAP inhibitor 12, S1P3 antagonist -3, SRC2 TRFRET art 1666, PPARg SRC-1 ag 3, Lmaj promast 16, bIAP act 0.9, PPARg SRC-2 ag 11, DTT redox prof -0.8, PPARg SRC3 recr 1 and TLR4-MyD88 BLA 4.
`CC(=O)c1cccc(S(=O)(=O)NCC2CCCCC2)c1` gave bIAP inhibitor 9, S1P3 antagonist 14, SRC2 TRFRET art 1521, PPARg SRC-1 ag 4, Lmaj promast -5, ROMK primary -0.55, bIAP act 0.9, PPARg SRC-2 ag 0, DTT redox prof -0.3, PPARg SRC3 recr 1 and TLR4-MyD88 BLA -6.
For O=C(Nc1ccccc1N1CCCCC1)c1ccc(F)cc1 the results were bIAP inhibitor 32, SRC2 TRFRET art 1464, PPARg SRC-1 ag -1, Lmaj promast 0, ROMK primary -1.3, bIAP act 0.7, PPARg SRC-2 ag 3, DTT redox prof -0.1, PPARg SRC3 recr 1 and TLR4-MyD88 BLA -7.
Screening COc1ccccc1NC(=O)COC(=O)Cc1c[nH]c2ccccc12 returned bIAP inhibitor -1, S1P3 antagonist 14, SRC2 TRFRET art 1385, PPARg SRC-1 ag -1, Lmaj promast 7, ROMK primary -0.17, bIAP act 1, PPARg SRC-2 ag 5, DTT redox prof -2.5, PPARg SRC3 recr -2 and TLR4-MyD88 BLA -2.
Screening CCOC(=O)C1ON2CCCCC2C1(O)C(F)(F)F (stereo not given) returned bIAP inhibitor 3, S1P3 antagonist -24, SRC2 TRFRET art 1639, PPARg SRC-1 ag 1, Lmaj promast 5, ROMK primary 0.38, bIAP act 1, PPARg SRC-2 ag 3, DTT redox prof 0.0, PPARg SRC3 recr -2 and TLR4-MyD88 BLA -11.
